TcdB inh: TcdB glycohydrolase inhibition. P18177. TcdB glycohydrolase enzymatic assay, plate reader. inhibition, % at 9.99 µM. hit rate 0.24% among 350,000; in the data active = inhibition above about 10%
FadD28 binding: blocks FadD28 binding to the bisubstrate probe; hit rate 0.22% among 360,000; AID 588549; inhibition, % at 12.5 µM; fluorescence polarization; in the data active = inhibition above about 8.5%, passing the limit was not always enough; inconclusive = no clear call, values can overlap the other calls
BoNT-F LC inh: BoNT F light chain protease inhibition | Multiplex microsphere protease cleavage assay, flow cytometry | inhibition, % at 10 µM | hit rate 0.22% among 360,000; in the data active = inhibition above about 35%, passing the limit was not always enough; inconclusive = no clear call, values can overlap the other calls; also: plate controls were buffer without enzyme for full effect and enzyme alone for no effect
PrPC TRFRET: cell surface PrPC inhibition, primary TR-FRET screen; TR-FRET read-out; hit rate 0.43% among 370,000; inhibition, % at 13.8 µM; P04156; in the data active = inhibition above about 24%; also: 0% = median of the test wells and 100% = reference compound wells
CCHFV vOTU inh: CCHFV vOTU protease inhibition. hit rate 0.55% among 370,000. Pep-AMC fluorescence. inhibition, % at 11.5 µM; in the data active = inhibition above about 30%; also: 0% = vehicle wells with enzyme and 100% = no enzyme wells
PfHsp40 rescue: rescue of PfHsp40-mediated yeast toxicity | hit rate 0.68% among 340,000 | growth rescue, % at 12.5 µM | S. cerevisiae expressing PfHsp40, growth rescue, ATP luminescence; in the data active = growth rescue above about 28%, passing the limit was not always enough; inconclusive = no clear call, values can overlap the other calls;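 also: yeast W303a lacking pdr1 and pdr3 grown in galactose medium; growth measured after three days at 30 °C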
Yp Topo-I inh: blocks Yersinia pestis topoisomerase I activity. Y. pestis Topo-I cleavage product accumulation, plate reader. activity, % at 10 µM. hit rate 0.064% among 360,000; in the data active = activity above about 50%, passing the limit was not always enough; inconclusive = no clear call, values can overlap the other calls; also: inactives centre near 2
BoNT-A LC inh2: blocks Botulinum neurotoxin A light chain protease; inhibition, % at 10 µM; AID 588499; multiplex microsphere protease substrate cleavage, flow cytometry; hit rate 0.17% among 360,000; also: plate controls were buffer without enzyme for full effect and enzyme alone for no effect
Anthrax LF inh2: inhibitors of Bacillus anthracis lethal factor protease. multiplex microsphere protease cleavage assay, LF. hit rate 0.12% among 360,000. inhibition, % at 10 µM; also: plate controls were buffer without enzyme for full effect and enzyme alone for no effect
Target sequence (P15917 whole entry, looked up): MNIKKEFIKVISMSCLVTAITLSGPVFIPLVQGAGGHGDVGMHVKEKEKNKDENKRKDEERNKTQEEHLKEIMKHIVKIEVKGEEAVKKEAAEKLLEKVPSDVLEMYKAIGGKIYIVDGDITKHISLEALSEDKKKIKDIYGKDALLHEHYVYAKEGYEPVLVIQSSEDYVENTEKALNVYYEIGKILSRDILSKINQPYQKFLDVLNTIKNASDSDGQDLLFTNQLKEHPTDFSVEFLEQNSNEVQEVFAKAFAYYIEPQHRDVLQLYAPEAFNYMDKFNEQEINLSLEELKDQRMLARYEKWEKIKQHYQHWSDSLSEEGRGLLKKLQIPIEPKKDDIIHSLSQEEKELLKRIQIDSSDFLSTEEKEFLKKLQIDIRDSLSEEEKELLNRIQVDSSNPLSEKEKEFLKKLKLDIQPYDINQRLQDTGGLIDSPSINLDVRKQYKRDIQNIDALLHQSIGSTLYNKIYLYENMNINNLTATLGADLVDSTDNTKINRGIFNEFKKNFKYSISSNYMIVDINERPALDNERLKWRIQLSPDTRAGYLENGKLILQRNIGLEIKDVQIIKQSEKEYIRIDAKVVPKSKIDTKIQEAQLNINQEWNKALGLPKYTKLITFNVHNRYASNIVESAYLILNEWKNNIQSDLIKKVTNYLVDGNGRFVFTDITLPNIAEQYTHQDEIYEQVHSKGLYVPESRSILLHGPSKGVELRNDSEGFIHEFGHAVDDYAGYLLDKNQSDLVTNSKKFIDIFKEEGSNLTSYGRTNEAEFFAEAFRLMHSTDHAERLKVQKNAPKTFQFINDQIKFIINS
The depositor's hits bear a star; ? = inconclusive; · = not tested or not shown; & = joins results of further samples. Rule as the data show it, unless noted: active = inhibition above about 30%; inconclusive = no clear call, values can overlap the other calls; inactive = below that.

SMILES | TcdB inh | FadD28 binding | BoNT-F LC inh | PrPC TRFRET | CCHFV vOTU inh | PfHsp40 rescue | Yp Topo-I inh | BoNT-A LC inh2 | Anthrax LF inh2
CCOC(=O)C(C)Oc1cccc2c(=O)n(CC(=O)N3CCN(C(=O)OCC)CC3)ccc12 (stereo not given) | 0.3 | -1.7 | -3 | -2 | -4 | -0.8 | -1 | 0.0 | -6
Cc1nn(-c2ccccc2)c(C)c1NC(=O)COC(=O)CCCOc1ccccc1 | 1.6 | 0.5 | 3 | -11 | 8 | -0.7 | 22 | 1.2 | 2
CC(=O)Nc1ccc(NC(=O)c2ccc3c(c2)CCN3S(C)(=O)=O)cc1 | 0.3 | · | -11 | 0 | -9 | -0.8 | 6 | 0.1 | 10
O=C(CCCCn1c(=O)[nH]c2ccsc2c1=O)NCc1cccnc1 | · | 0.2 | -9 | -1 | 1 | -1.2 | -2 | 0.6 | 2
C=CCSc1nnc2c(n1)OC=Nc1ccc(Br)cc1-2 | · | -1.7 | 3 | -1 | 8 | -0.6 | -11 | 0.7 | 0
Cc1nonc1CN(C)C(=O)CC1C(=O)NCCN1Cc1ccc(F)c(F)c1 (stereo not given) | -0.3 | -3.3 | -2 | 9 | 13 | 0.9 | 3 | 0.6 | -4
CSc1ncccc1C(=O)Nc1ccc2c(c1)OCCO2 | 0.1 | -0.4 | 5 | -3 | 8 | -1.0 | 3 | 0.4 | 7
Cc1c(C(=O)NCCCN2CCOCC2)oc2ccc(S(=O)(=O)N3CCOCC3)cc12 | 0.4 | -1.5 | -6 | 2 | 2 | -0.2 | 5 | -1.8 | -1
CCOc1ccc(C(=O)CN2CCN(S(=O)(=O)c3ccc(OC)cc3)CC2)cc1 | · | -6.2 | 9 | -7 | -1 | 0.5 | 3 | 0.6 | 1
CCN=C(NCC)SC1CC(=O)N(CCc2ccccc2)C1=O (stereo not given) | -0.1 | -0.7 | 1 | 2 | -13 | · | -5 | 0.1 | -3
CCc1cc2c(=O)n(C(C)C(=O)OC3CCCCC3)cnc2s1 (stereo not given) | · | -2.4 | 9 | 3 | 11 | 2.2 | -4 | 1.8 | 1
Cc1cccc(N(C)S(=O)(=O)c2ccc3[nH]c(=O)c(=O)[nH]c3c2)c1 | · | -1.7 | -1 | 3 | 1 | -1.0 | 2 | ? | 4
CCc1nnc(NC(=O)CCC(=O)NC2CCCc3ccccc32)s1 (stereo not given) | 1.2 | 0.8 | ? | 0 | 1 | 1.1 | -4 | ? | ?
CCc1nc(N)nc(N)c1-c1ccc(Cl)c(N=[N+]=[N-])c1 | 0.8&-0.2 | -1.7&-1.3 | -6&2 | -4&-5 | 4&-3 | 0.9&-1.7 | -1&2 | 0.2&0.3 | -4&-6
Cc1c(NC(=O)CN2CCCc3ccccc32)c(=O)n(-c2ccccc2)n1C | · | 1.3 | -3 | 3 | -7 | -0.4 | 7 | ? | -2
CCOC(=O)c1cc([N+](=O)[O-])sc1NC(=O)CC | 0.2 | -4.4 | 0 | -14 | -1 | -0.1 | -6 | 0.3 | -1
Cc1cccc(OCC(=O)NNC(=O)c2ccc([N+](=O)[O-])cc2)c1 | 2.4 | -1.9 | -3 | -12 | -7 | -1.2 | 3 | 0.5 | -7
CC1(C(=O)NCCCN2CCOCC2)Oc2cccnc2NC1=O (stereo not given) | -1.9 | -0.2 | -1 | -5 | -4 | -1.7 | 7 | -0.6 | 0
CCOCCOc1nc(C)cc(C)c1S(=O)(=O)c1ccccc1C | · | -3.2 | 1 | 1 | -10 | -1.2 | -9 | -0.2 | -2
COc1cccc(-n2c(=O)c3c(C)c(C(=O)N(C)C)sc3n(CC(=O)NCCc3ccc(OC)c(OC)c3)c2=O)c1 | 1.3 | 0.0 | -2 | -2 | -14 | -0.6 | 1 | -2.1 | 2
COc1ccccc1NS(=O)(=O)c1cccc(C(=O)NCc2ccncc2)c1 | 2.9 | -2.3 | -54 | -2 | -10 | -0.8 | -2 | -41 | -6
COc1ccc(C(=O)NCCCCNC(=O)c2ccc(OC)c(OC)c2)cc1OC | -0.6 | 0.1 | 0 | 5 | 3 | 16 | 0 | 1.8 | -7
Cc1c(CCO)c(=O)n(-c2ccccc2)n1S(=O)(=O)c1ccc(Cl)cc1 | · | 1.2 | -10 | 7 | -20 | -0.8 | 10 | -1.1 | -2
COc1ccc(S(=O)(=O)N2CCCCC2)cc1NC(=O)Cn1cnc2c1c(=O)n(C)c(=O)n2C | 0.9 | -0.2 | 4 | -1 | 2 | 0.5 | 7 | 0.1 | -3
CCOC(=O)c1sc(C)c2c(=O)n(CCCN3CCOCC3)cnc12 | · | -1.3 | -2 | -22 | 11 | -1.9 | 3 | 0.3 | 1
Cc1cnc(C(=O)OCC(=O)N2CCN(C(=O)c3ccco3)CC2)cn1 | -2.1 | -2.5 | 10 | -1 | 0 | -0.5 | 2 | -0.2 | 6
COc1cc(OC)cc(C(=O)NCCSc2c[nH]c3ccccc23)c1 | -0.2 | -3.1 | -8 | 7 | -9 | -1.0 | -7 | -0.4 | -8
COc1ccc2nc(SCC(=O)N3CCN(c4ccc(F)cc4)CC3)c(C#N)cc2c1 | · | 0.1 | -13 | -12 | -1 | 0.4 | 3 | 3.0 | 4
OCCN(/C=N/c1nc(-c2ccc(Br)cc2)cs1)CCO | 3.9 | -3.5 | -3 | 5 | -4 | -0.5 | -3 | -0.4 | -2
Cc1ccc(S(=O)(=O)Nc2c(C)nn(C)c2C)c(C)c1 | 4.2 | -0.9 | 1 | 5 | -8 | 0.3 | -8 | 0.3 | -1
CC1CCCC(C)N1C(=O)COC(=O)c1cccnc1Cl (stereo not given) | 0.8 | -1.4 | -4 | -6 | 22 | -0.3 | 0 | -0.3 | 7
COc1ccc(CCNC(=O)CCC(=O)NC2CCCCC2)cc1OC | 1.6 | -1.7 | ? | -2 | -7 | 1.2 | -4 | ? | -4
Cc1ccc(CN2CC(C(=O)N3CCN(c4ccccc4Cl)CC3)CC2=O)cc1 (stereo not given) | 1.8 | -1.2 | -2 | 4 | 1 | 0.1 | 23 | -0.1 | 3
O=C(CN1C(=O)S/C(=C\c2ccc(Cl)cc2)C1=O)NCCCn1ccnc1 | 1.1 | -3.0 | 5 | -15 | 2 | -0.8 | 14 | 0.2 | -4
CN(C)c1ccc(/C=N/NC(=O)c2ccc3c(c2)OCO3)cc1 | 0.1 | -0.3 | 13 | 19 | 21 | 0.1 | -4 | -1.4 | 8
COc1ccc(C(=O)NC(=S)N2C[C@H]3C[C@H](C2)c2cccc(=O)n2C3)cc1OC | 1.1 | 0.3 | 3 | 0 | -7 | 3.3 | 4 | -0.3 | 4

Results in Yp Topo-I inh, for two of the compounds above:
smiles,Yp Topo-I inh
COc1ccc(C(=O)NC(=S)N2C[C@H]3C[C@H](C2)c2cccc(=O)n2C3)cc1OC,4
O=C(CN1C(=O)S/C(=C\c2ccc(Cl)cc2)C1=O)NCCCn1ccnc1,14

New compounds follow:
SMILES | TcdB inh | FadD28 binding | BoNT-F LC inh | PrPC TRFRET | CCHFV vOTU inh | PfHsp40 rescue | Yp Topo-I inh | BoNT-A LC inh2 | Anthrax LF inh2
COC(=O)C1CN(C(=O)C(C)Oc2cc(C)ccc2C(C)C)c2ccccc2O1 (stereo not given) | 1.1 | -9.8 | -15 | 3 | 16 | 0.2 | 35 | -3.0 | 1
COc1ccccc1N1CCN(C(=O)CCCn2nc(C)c([N+](=O)[O-])c2C)CC1 | 0.3 | -0.9 | -3 | 3 | 14 | 1.2 | 13 | 0.7 | 3
CCN(C(=O)CCNC(=O)Cn1cnc2ccccc2c1=O)c1ccccc1F | 0.3 | · | 8 | -7 | 2 | 0.2 | 4 | 1.9 | 2
COC(=O)C(c1ccccc1)N1CCCCCC1 (stereo not given) | · | -1.5 | -1 | -5 | 6 | -1.4 | 2 | 0.1 | 0
CC1=C(C(=O)Nc2ccccc2C(F)(F)F)C(c2sccc2C)NC(=S)N1 (stereo not given) | 1.0 | -1.6 | 2 | -4 | 10 | -0.2 | -9 | -0.6 | 1
CC(C(=O)OCC(=O)N(C)C1(C#N)CCCCC1)N1C(=O)c2ccccc2C1=O (stereo not given) | 0.1 | -2.4 | -4 | -2 | 11 | -1.7 | -3 | -2.7 | -10
Cc1cccc(NC(=O)CN2C(=S)NC(C)(C)CC2C)c1C (stereo not given) | · | -2.1 | 3 | -2 | -6 | 0.1 | 10 | 0.8 | -2
Nc1ccn(CCCN2CCN(Cc3cccc4ccccc34)CC2)c(=O)n1 | -0.6 | -0.5 | -1 | -5 | -6 | · | 1 | -0.4 | -2
O=C1CN(C(=O)COC(=O)Cc2ccsc2)c2ccccc2N1 | · | -1.1 | -4 | -4 | -1 | -0.4 | -1 | ? | -2
CC(C)=NNc1nc2c(c(=O)n(C)c(=O)n2C)n1C | -0.2 | -3.2 | · | -11 | -5 | -1.2 | -12 | · | ·
CCC(C)NC(=O)c1cc(-c2ccc3c(c2)OCO3)on1 (stereo not given) | 0.8 | -0.2 | -11 | -2 | -13 | -2.2 | 3 | 0.1 | 0
CCOC(=O)c1ccc(N2Cc3ccccc3C2=NC(=O)c2cccc([N+](=O)[O-])c2)cc1 | 0.6 | -0.2 | 5 | -3 | -1 | 1.5 | -2 | 1.0 | -3
CN1CCc2nc(NC(=O)COc3ccc4ccccc4c3)sc2C1 | 0.8 | -7.4 | -9 | -4 | 3 | -1.8 | -1 | 2.9 | 4
NS(=O)(=O)c1cccc(NC(=O)COc2ncnc3c2cnn3-c2ccccc2)c1 | -0.7 | · | 2 | -10 | -18 | 1.3 | 0 | -0.2 | -3
CCCCCCN=C1CC(C)(C)CC(=O)/C1=C(/O)CCC | 0.9 | -1.0 | 0 | 7 | 9 | -0.2 | 28 | 0.0 | -10
CC(c1ccccc1)n1c(Cn2ncc3ccccc3c2=O)n[nH]c1=S (stereo not given) | 1.6 | -0.6 | 1 | -7 | 6 | 0.9 | 2 | -0.1 | 0
Cc1c(Cl)ccc2c1NC(=O)[C@]21[C@@H]2C(=O)N(Cc3ccccc3)C(=O)[C@@H]2[C@@H]2CCCN21 | · | -4.7 | -3 | 1 | 11 | 2.0 | 11 | 0.6 | 1
Cc1ccc(OCC(=O)OCC(=O)N2c3ccccc3CC2C)cc1C (stereo not given) | 0.3 | -2.2 | -12 | 3 | 14 | -0.6 | 26 | -0.5 | -2
CCCN(CC(=O)Nc1cc(Cl)ccc1Cl)C(=O)/C=C/c1cc(OC)ccc1OC | 1.5 | -3.1 | -7 | -5 | -29 | 2.5 | 38 | 1.2 | 1
CCCNC(=O)C(Cc1ccccc1C)NC(=O)c1ccc(C(F)(F)F)cc1 (stereo not given) | 0.8 | -3.0 | -6 | 3 | 1 | -1.7 | 2 | -0.5 | -4
COC(=O)c1cc(OC)c(OC)cc1NC(=S)N1CCN(c2ccccn2)CC1 | 0.3 | 0.2 | 4 | 2 | 12 | 0.5 | 5 | -0.9 | 0
O=C(O)CN(c1cccc(C(F)(F)F)c1)S(=O)(=O)c1ccccc1 | 2.5 | -4.7 | 1 | -1 | 10 | -2.2 | -4 | 0.0 | -2
COc1ccc(-c2cc(C(F)F)n3ncc(C(=O)N4CCN(C)CC4)c3n2)cc1 | · | -2.4 | -14 | -15 | -26 | -0.4 | 7 | -0.9 | -3
O=C(N/C(=C/c1cccnc1)C(=O)N1CCOCC1)c1ccccc1F | -0.3 | -4.5 | -17 | 3 | -8 | -1.1 | 2 | -0.8 | -17
CN(CC(=O)Nc1ccc(F)c(F)c1)S(=O)(=O)c1cccc2cccnc12 | -9.8 | -1.3 | · | 14 | 5 | 3.2 | -7 | · | ·

Record cards (already shown). Values in the order: TcdB inh, FadD28 binding, BoNT-F LC inh, PrPC TRFRET, CCHFV vOTU inh, PfHsp40 rescue, Yp Topo-I inh, BoNT-A LC inh2, Anthrax LF inh2
`O=C(N/C(=C/c1cccnc1)C(=O)N1CCOCC1)c1ccccc1F` as listed: -0.3, -4.5, -17, 3, -8, -1.1, 2, -0.8, -17
`CCCCCCN=C1CC(C)(C)CC(=O)/C1=C(/O)CCC` as listed: 0.9, -1.0, 0, 7, 9, -0.2, 28, 0.0, -10
`O=C(O)CN(c1cccc(C(F)(F)F)c1)S(=O)(=O)c1ccccc1` as listed: 2.5, -4.7, 1, -1, 10, -2.2, -4, 0.0, -2

Bioassay records (PubChem)

Hits appear at their usual frequency (roughly 2.3% active in at least one column).
